Screening data from PubChem.
bCat nuc transl – alters nuclear translocation of beta-catenin in HeLa cells. immunofluorescence imaging. 190,000 tested, 0.3% active. nuclear translocation activity, % at 5 µM;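 active = nuclear translocation activity above 50% at 5 µM, with a well cell count of 50 or more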;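 note: per-cell ratio of nuclear to cytoplasmic median beta-catenin stain intensity; plate controls were DMSO negative control for no effect and GSK-3 inhibitor IX positive control for full effect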
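System: HeLa cells, endogenous beta-catenin; compound dosing: 5 µM primary single dose, 0.1% DMSO, 0.02–20 µM confirmation series; incubation: 24 h compound exposure at 37°C, 5% CO2; signal: beta-catenin immunofluorescence imaging with DAPI; evaluation: % activation, nuclear-to-cytoplasmic median beta-catenin signal ratio per cell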
CSM14.1 death rescue – protection against thapsigargin-triggered cell killing – 384-well, CSM14.1, ATP luminescence, primary screen (AID 1222) | 190,000 tested, under 10 active | cellular ATP content (survival), % at 20 µM, or EC50 in µM where a hit was titrated | CSM14.1 thapsigargin-induced death rescue, ATP luminescence; higher % means a stronger effect;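 active = EC50 below 50 µM in the dose-response confirmation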;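 note: death triggered by thapsigargin at about 15 µM added after 2 h compound pretreatment; cell ATP read after overnight thapsigargin exposure of roughly 18 to 22 hours; normalized against plate controls of thapsigargin alone and 5% DMSO vehicle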
Dynein transport – dynein cargo transport inhibition; 3617.4 mouse cells, GR-EGFP nuclear translocation imaging; test concentration mostly 20 µM; stimulated with dexamethasone, 1 µM; hits give low values; z-score, hits read low; 220,000 tested, 0.47% active;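 active = plate z-score of nuclear minus cytoplasmic receptor signal below a set negative limit, without overly bright fluorescence or cell loss, cut at about -3.5 in these data, passing the limit was not always enough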;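 note: z-score of nuclear minus cytoplasmic ring GR-EGFP intensity difference per well; some compounds called inactive have numbers as strong as hits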
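Buffer or medium: tet-free, stripped-serum medium; Also added: dexamethasone, 1.0 µM final; Technique: high-content fluorescence imaging after fixation; Times: 48 h induction, 1 h compound, 30 min dex at 37 °C; Read-out: per-cell GR-EGFP intensity, nucleus versus surrounding cytoplasmic ring, well-averaged.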
WT yeast gro inh – growth inhibition of WT yeast, mitochondrial fusion screen. mitochondrial fusion phenotypic screen, WT strain. inhibition, % at 10 µM. 190,000 tested, 2.1% active; in the data active = inhibition above about 58%; tested in S. cerevisiae
Autophagy HCS – autophagy modulation, high-content screen | calls only at 10 µM (by protocol) | MEF GFP-LC3 puncta imaging; test concentration mostly 10 µM | 190,000 tested, 0.98% active;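 active = percentage of spot-positive cells more than 3 SD above its plate mean, without a fluorescence outlier flag or 80% toxicity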;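 note: spot-positive cell cutoff set from DMSO-treated cells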
Hep lipid drop – modulators of hepatic lipid droplet formation; 240,000 tested, 0.4% active; AML12 mouse hepatocytes, oleate lipid droplets, BODIPY imaging; AID 1656; inhibition, % at 6.5 µM;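 active = lipid droplet intensity inhibited by at least 50%, with more than 500 cells counted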
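System: AML12 hepatocytes (mouse). Probe or stimulus: oleic acid at 100 µM to induce lipid droplet formation. Times: overnight treatment with compound plus oleate. Detection: Image-based BODIPY and DAPI two-channel analysis. Evaluation: percent inhibition of filter-corrected integrated lipid droplet intensity per well.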
MT stabilizer – microtubule stabilization, imaging screen | 200,000 tested, 0.83% active | HeLa tubulin immunostaining HCS, 24 h; share of cells brighter than vehicle mean+2SD | % tubulin-high responders, % at 10 µM;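 active = plate Z-score above 3 for both tubulin-high and condensed-nucleus cell shares, with cell loss under 80%, at 10 µM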;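 note: anti alpha tubulin signal scored within the nucleus-defined area of each cell; some results filed as inactive read as strong as hits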
XIAP antagonists – XIAP antagonists, biochemical, IAP family, fluorescence polarization (AID 1018); XIAP BIR domain, fluorescence polarization peptide displacement; higher % means a stronger effect; displacement, % at 20 µM; hits with a dose series show IC50 in µM; 200,000 tested, 0.007% active; in the data active = displacement above about 50%; note: a part of the inactive calls stands beside numbers as strong as those of hits
Ins promoter up – MIN6 insulin promoter up-regulation; 190,000 tested, 0.3% active; z-score at 5 µM; MIN6 insulin promoter-GFP reporter, high-content imaging; hits give high values;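 active = z-score above 3 at 5 µM with at least 500 cells counted in the well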
WT yeast gro inh mutant strain – recorded beside WT yeast gro inh, whose call it bears; inhibition, %; mitochondrial fusion phenotypic screen, mutant strain inhibition
Dynein transport cytoplasmic EGFP – further read-out of Dynein transport, marked with its call; z-score; measured here: cytoplasmic GR-EGFP intensity; hits give high values
Dynein transport nuclear GR-EGFP – further read-out of Dynein transport, marked with its call; z-score; measured here: nuclear GR-EGFP intensity;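 lower value marks the stronger effect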
Dynein transport cell count – second read-out of Dynein transport, no call of its own (marks repeat the call); z-score; measured here: cell count per field
Ins promoter up cell count – second read-out of Ins promoter up, no call of its own (marks repeat the call); cell count; measured here: cytotoxicity, nuclei count;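 total cells summed across four imaged fields per well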
Hep lipid drop cells 6.5 µM – recorded beside Hep lipid drop, whose call it bears; cell count; measured here: cell count, cytotoxicity flag;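 cells counted across two imaged fields per well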
bCat nuc transl cell count 5 µM – also measured in bCat nuc transl; calls as there; cell count; measured here: cell count, cytotoxicity flag
MT stabilizer Hoechst-high % – second read-out of MT stabilizer, no call of its own (marks repeat the call); % Hoechst-high responders; measured here: nuclear condensation Hoechst responders;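 share of cells brighter than vehicle mean plus two SD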
MT stabilizer cytotoxicity % – recorded beside MT stabilizer, whose call it bears; toxicity, %; measured here: cytotoxicity by cell density;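 0% = mean cell density of plate MIN control wells and 100% = no cells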
Autophagy HCS cell loss 18 h – further read-out of Autophagy HCS, marked with its call; toxicity, %; measured here: cell loss, nuclei count;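 cell loss after 18 h compound exposure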
The depositor's hits bear a star; i = inactive; / = not tested or not shown.

SMILES	bCat nuc transl	bCat nuc transl cell count 5 µM	CSM14.1 death rescue	Dynein transport	Dynein transport cytoplasmic EGFP	Dynein transport nuclear GR-EGFP	Dynein transport cell count	WT yeast gro inh	WT yeast gro inh mutant strain	Autophagy HCS	Autophagy HCS cell loss 18 h	Hep lipid drop	Hep lipid drop cells 6.5 µM	MT stabilizer	MT stabilizer Hoechst-high %	MT stabilizer cytotoxicity %	XIAP antagonists	Ins promoter up	Ins promoter up cell count
COc1ccc(-c2csc(NC(=S)NC(=O)/C=C/c3ccco3)n2)cc1OC	52*	350*	-4.8%	-0.72	-0.28	-0.65	0.63	-27	-14	i	13	-46	324	2.5	2.9	6.3	-3.5%	/	/
COc1ccc(OCC(=O)OCCNC(=O)c2cccnc2)cc1	-0.7	1137	0.9%	-0.94	-0.26	-0.32	0.69	-2	12	i	-2	3	640	3.1	2.2	5.9	-6.4%	-0.51	1565
CCOC(=O)CSc1ccc(S(=O)(=O)N2CCCCC2)cc1[N+](=O)[O-]	-2.0	567	-2.9%	-0.23	-0.22	0.41	0.33	10	-9	i	4	4	768	5.5	2.8	11	-7.0%	0.83	1304
CC(C)c1ccc(NC(=O)COC(=O)COc2ccccc2)cc1	-3.0	1089	-3.0%	0.01	-0.083	0.14	-0.63	-3	-4	i	-1	5	648	4.7	1.8	5.6	-8.4%	1.4	1571
CCOC(=O)C1=NNC(C(=O)c2ccc(C)cc2)C1c1ccc(C)cc1 (stereo not drawn)	-3.1	557	-7.7%	-0.68	-0.33	-0.64	1	15	-5	i	-4	-15	588	4.5	1.5	7.9	-3.0%	0.08	1233
CCOC(=O)/C(=N/Nc1ccc(C)cc1)S(=O)(=O)c1ccc(Cl)cc1	1.4	1139	-2.5%	0.61	-0.26	0.41	0.84	58	28	i	26	-10	782	3.0	4.1	9.5	-2.7%	1.3	788
O=S(=O)(N1CCCCC1)n1nnc2ccccc21	3.0	1056	-2.0%	-0.22	-0.25	0.16	-0.28	8	-1	i	0	12	622	3.2	2.7	12	0.1%	-0.07	2049
NC1=NC2=C(CCCC2)C2(CCCCC2)S1	-2.9	1210	-2.7%	-0.46	-0.16	0.03	-0.59	5	18	i	-7	16	765	7.9	3.3	1.6	-0.4%	-2.1	935
O=C(Nc1cccc(-c2csc(Nc3ccccc3)n2)c1)c1ccccc1	-1.7	1289	/	0.42	-0.28	0.27	-0.39	/	/	/	/	15	691	/	/	/	/	-0.74	977
CCOC(=O)c1ccc2c(c1)N(Cc1ccccc1C)C(=O)c1ccccc1S2=O (stereo not drawn)	/	/	/	0.29	-0.34	0.32	-0.54	-12	3	i	1	/	/	7.7	1.5	11	/	/	/
CN1CCN(C(=O)c2ccc(N3CCCC3=O)cc2)CC1	/	/	-0.4%	-0.49	-0.23	-0.43	-0.051	2	11	i	-6	-6	796	2.8	1.6	3.3	-8.7%	/	/
CCn1c(SCC(=O)N2CCc3ccccc32)nnc1-c1ccncc1	/	/	-1.1%	-0.81	-0.21	-0.18	0.058	8	3	i	-8	14	741	2.6	1.7	8.2	-7.6%	0.89	1228
COc1ccccc1N1CCN(c2cc(=O)n(Cc3ccc(F)cc3)c(=O)[nH]2)CC1	1.4	914	-0.3%	-0.89	-0.22	-0.3	0.076	-1	-4	/	/	-1	724	22*	21*	42*	-3.2%	0.38	1245
COc1ccccc1/C=C/C(=O)Nc1ccc(N2CCOCC2)cc1	-4.7	1049	-1.5%	-0.51	-0.19	-0.34	-0.11	-9	-1	i	17	-16	700	1.7	2.3	4.7	-6.5%	0.69	1212
Cc1sc2ncnc(SCC(=O)N3c4ccccc4Sc4ccc(Cl)cc43)c2c1C	2.4	573	2.0%	-0.29	-0.26	-0.47	0.03	9	-15	i	-6	0	686	4.2	1.2	3.5	-2.3%	-0.86	1268
CCOC(=O)/C(C)=C1\NC(C)(C)Cc2ccccc21	/	/	-4.4%	-0.05	-0.29	-0.37	-0.13	-4	-11	i	-8	-8	693	3.3	2.7	17	-11%	-0.14	1122
O=C(c1cc([N+](=O)[O-])ccc1Cl)N1CCN(c2ccccn2)CC1	1.2	921	-0.3%	-0.97	-0.1	-0.27	0.71	9	0	i	-11	-1	620	2.4	1.5	3.5	-3.7%	2.1	1341
Cc1ccc(-n2cc(C(=O)c3ccc4ccccc4c3O)cn2)cc1	/	/	-1.2%	-0.15	-0.11	-0.23	-1.2	-4	-22	i	-20	/	/	2.7	2.8	7.9	0.3%	/	/
Cc1cccc(C)c1OCc1nc2ccccc2c(=O)n1/N=C/c1ccc(OCC(=O)O)cc1	/	/	-1.4%	-0.12	-0.31	-0.38	0.52	-4	0	i	1	5	688	1.9	2.4	2.6	-1.0%	0.47	1068
C=CCn1c(N)c(C(=O)OCC)sc1=S	0.4	1241	-1.0%	0.97	-0.24	-0.55	-0.086	2	20	i	0	/	/	3.7	1.2	14	-0.5%	-0.25	1676
c1ccc2c(N3CCCC3)nc(-c3ccncc3)nc2c1	/	/	-2.6%	0.068	-0.11	0.034	0.5	14	47	i	-16	/	/	1.6	2.6	6.9	-3.0%	/	/
Cc1nn(Cc2c(F)c(F)c(F)c(F)c2F)c(C)c1NC(=O)c1cccc(COc2ccc(Cl)cc2)c1	0.3	1316	-0.4%	-0.74	-0.21	-0.14	0.63	10	-13	i	12	/	/	2.6	1.8	4.9	-3.2%	-0.87	1427
Cc1ccc(SC[C@H](Cc2ccccc2)N2CCN(C)CCC2=O)cc1	0.1	1332	/	2.3	-0.58	1.9	-1.8	/	/	/	/	3	699	/	/	/	/	-0.5	818
CCc1ccc(C(C(=O)NCCOC)N(C(=O)Cn2nnc3ccccc32)c2cccnc2)cc1 (stereo not drawn)	-2.3	530	-1.6%	-1.4	0.015	-0.89	1.1	-6	-1	i	-3	-6	741	3.4	2.8	5.7	-4.9%	/	/
CCOc1c2ccc(C(=O)NCCc3cccs3)cc2nn1CC	-1.1	1365	-1.8%	-0.28	-0.19	0.3	0.64	-15	-6	i	-28	/	/	2.7	1.6	1.7	-4.1%	1.2	1454
Further records:
SMILES	bCat nuc transl	bCat nuc transl cell count 5 µM	CSM14.1 death rescue	Dynein transport	Dynein transport cytoplasmic EGFP	Dynein transport nuclear GR-EGFP	Dynein transport cell count	WT yeast gro inh	WT yeast gro inh mutant strain	Autophagy HCS	Autophagy HCS cell loss 18 h	Hep lipid drop	Hep lipid drop cells 6.5 µM	MT stabilizer	MT stabilizer Hoechst-high %	MT stabilizer cytotoxicity %	XIAP antagonists	Ins promoter up	Ins promoter up cell count
Cc1ccc(-n2c(=O)c3ccccc3n(CC(=O)C(C)(C)C)c2=O)cc1	0.0	1100	0.4%	0.57	-0.25	-0.13	-0.029	7	-7	i	1	14	688	1.8	1.0	0.8	-1.8%	-0.15	1297
O=C(CSc1nc(Nc2ccccc2)nc(N2CCOCC2)n1)Nc1ccccc1Cl	-1.2	1084	-2.8%	-0.057	-0.27	0.26	0.46	31	52	i	-2	3	611	2.1	0.8	21	-0.6%	-0.67	1247
COc1ccc(-c2nnc(COc3ccc4ccccc4c3)o2)cc1OC	-0.4	1203	-1.6%	1.6	-0.22	1.5	-0.19	33	4	i	-4	1	758	2.3	1.7	6.7	-1.1%	0.09	848
O=C(NCc1ccc2c(c1)OCO2)c1ccc2c(c1)OCCO2	/	/	-0.3%	-0.49	-0.1	-0.099	0.45	15	-4	i	33	1	758	1.9	1.2	5.5	-6.1%	0.03	799
CN(Cc1ccccc1NS(=O)(=O)c1ccc(Cl)cc1)C1CCCCC1	-1.1	987	-0.6%	-0.014	-0.19	-0.37	0.58	16	-26	i	-5	-13	683	4.3	2.4	11	-2.3%	-0.93	1256
CCN(CC)c1ccc(C(=O)OCC(=O)NC(C)(C)C)cc1	-0.5	1327	/	-0.58	-0.18	0.19	-0.15	/	/	/	/	-18	695	/	/	/	/	-0.65	1109
COCCn1c(-c2ccc(OC(F)(F)C(F)C(F)(F)F)cc2)nc2c1c(=O)[nH]c(=O)n2CC(C)C (stereo not drawn)	/	/	0.0%	0.79	-0.5	-0.00096	0.35	6	7	i	-11	21	718	0.8	1.7	22	-5.6%	-0.59	957
C=CCNC(=O)c1cc2nc(C3CC3)cc(C(F)F)n2n1	/	/	-0.9%	1.2	-0.15	0.58	-0.67	6	2	i	1	24	802	1.9	1.6	8.5	-6.5%	/	/
O=C(Cc1ccc(Cl)cc1Cl)Nc1ccc(OC(F)F)c(Cl)c1	-0.7	931	-1.7%	-0.014	-0.22	-0.44	-0.2	21	14	i	-8	3	687	4.7	2.1	8.7	-6.9%	0.29	1309
Cc1ccc[n+](-c2[nH]c(=O)sc2/C=N/NC(=O)c2ccccc2[O-])c1	-1.0	1144	-0.2%	0.39	-0.12	0.44	-0.94	26	12	i	0	14	699	2.8	2.7	5.5	-7.6%	-0.4	1542
CC(=O)Oc1ccc(NC(=O)Cc2ccccc2)cc1	-0.2	1018	/	-0.64	-0.027	-0.54	0.67	-12	-4	i	-4	1	707	2.3	3.1	2.9	-2.5%	-2.1	1160

Sorted by value in Dynein transport cytoplasmic EGFP (rising): some entries from above
Compound,Dynein transport cytoplasmic EGFP
CN(Cc1ccccc1NS(=O)(=O)c1ccc(Cl)cc1)C1CCCCC1,-0.19
CCN(CC)c1ccc(C(=O)OCC(=O)NC(C)(C)C)cc1,-0.18
CC(=O)Oc1ccc(NC(=O)Cc2ccccc2)cc1,-0.027
